Bioassay records as filed in PubChem BioAssay.
TNAP inh no acc: inhibitors of human TNAP without phosphate acceptor; inhibition, % at 20 µM; purified TNAP, CDP-star luminescence, 30 min; 200,000 compounds, 0.26% hits; P05186;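 active = tissue-nonspecific alkaline phosphatase inhibition above about 50% at 20 µM in the single-dose screen, limit read from the data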;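 also: 0% = DMSO negative control and 100% = EDTA positive control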
APP 5'UTR act: activates APP 5'UTR luciferase reporter. activation, % at 2 µM. 190,000 compounds, 1% hits. SH-SY5Y APP 5'UTR luciferase reporter, luminescence; zero percent = DMSO vehicle wells. AID 1276;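 active = activation above a set limit, based on mean plus 3 SD of controls, cut at about 140% in these data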; also: values of inactives mirror those of a sister screen read the other way
FLuc inhib CS: inhibits firefly luciferase, flagging false hits in luciferase inhibition screens | AID 1006 | ATPLite firefly luciferase biochemical luminescence, 10 min | 200,000 compounds, 1.5% hits | inhibition, % at 10 µM | P08659;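 active = inhibition above about 50% when tested at 10 µM, limit read from the data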
Target sequence (P08659 whole entry, looked up): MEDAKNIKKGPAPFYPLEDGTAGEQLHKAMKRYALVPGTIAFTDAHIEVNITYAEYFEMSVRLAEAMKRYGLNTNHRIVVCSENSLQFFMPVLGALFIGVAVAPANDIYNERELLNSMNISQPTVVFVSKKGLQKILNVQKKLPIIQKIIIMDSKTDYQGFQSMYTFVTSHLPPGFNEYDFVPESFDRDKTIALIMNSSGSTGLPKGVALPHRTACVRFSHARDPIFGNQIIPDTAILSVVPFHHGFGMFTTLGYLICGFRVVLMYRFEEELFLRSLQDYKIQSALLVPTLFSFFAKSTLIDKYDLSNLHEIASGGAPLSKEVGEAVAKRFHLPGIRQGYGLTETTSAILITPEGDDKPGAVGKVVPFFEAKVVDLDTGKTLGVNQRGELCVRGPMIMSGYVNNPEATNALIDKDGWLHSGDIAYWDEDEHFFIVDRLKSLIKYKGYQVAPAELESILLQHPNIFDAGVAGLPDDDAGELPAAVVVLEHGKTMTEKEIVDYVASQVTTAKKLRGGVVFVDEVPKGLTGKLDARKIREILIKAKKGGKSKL
NF-kB neuron act: NF-kB expression increase, human neuronal cells; AID 1239; 190,000 compounds, 1.6% hits; fold change at 12.5 µM; NF-kB reporter expression; hits give high values; in the data active = fold change above about 3.3
PMI act hi M6P: increases human PMI activity with near-saturating mannose 6-phosphate | 190,000 compounds, 0.34% hits | AID 1216 | coupled PMI enzyme assay, resazurin fluorescence, 20 min; hits give high values; 1 = untreated enzyme, 0 = substrate-free blank | P34949 | activation factor at 20 µM;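 active = activation factor of 2 or more at 20 µM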
Target sequence (P34949 whole entry, looked up): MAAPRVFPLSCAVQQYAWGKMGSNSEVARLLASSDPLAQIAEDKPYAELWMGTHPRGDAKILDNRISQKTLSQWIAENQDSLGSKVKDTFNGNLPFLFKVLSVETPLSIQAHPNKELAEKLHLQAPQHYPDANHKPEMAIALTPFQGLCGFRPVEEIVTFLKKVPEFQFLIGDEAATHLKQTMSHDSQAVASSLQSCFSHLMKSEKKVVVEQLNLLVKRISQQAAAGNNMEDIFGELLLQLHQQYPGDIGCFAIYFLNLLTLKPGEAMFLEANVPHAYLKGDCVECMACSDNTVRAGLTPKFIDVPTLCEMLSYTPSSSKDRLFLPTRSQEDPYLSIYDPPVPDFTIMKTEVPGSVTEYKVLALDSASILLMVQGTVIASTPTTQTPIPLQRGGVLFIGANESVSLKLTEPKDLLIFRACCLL
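Material: human phosphomannose isomerase with PGI, G6PDH, diaphorase coupling enzymes. Quantity: 15 ng/mL PMI. Medium: HEPES pH 7.4 buffer with MgCl2 and Tween-20. Reagent: Near-saturating mannose-6-phosphate, 1.0 mM. Compound: 20 µM single dose. Times: enzyme reaction with compound 20 min at room temperature. Detection: resorufin fluorescence at Ex 544/Em 590 nm.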
TNAP act hi DEA: increases human TNAP activity under high phosphate acceptor concentration; P05186; purified TNAP, CDP-star luminescence, 1 M DEA, 30 min; hits give high values; 0 = EDTA background, 1 = DMSO-only activity; activation factor at 20 µM; 200,000 tested, under 10 active; AID 1136;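 active = activation factor at least 2 at 20 µM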
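system = human TNAP | amount = enzyme diluted 1/800 final | reagent = 100 µM CDP-star substrate | signal = luminescent substrate turnover signal | dosing = one dose, 20 µM | benchmarks = EDTA negative control, DMSO positive control | measure = activation factor | timing = 30 min reaction, room temperature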
TNAP inh hi DEA: blocks human TNAP under high phosphate acceptor concentration | P05186 | purified TNAP, CDP-star luminescence, 1 M DEA | inhibition, % at 20 µM | 200,000 compounds, 0.03% hits;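 active = over 50% inhibition of tissue-nonspecific alkaline phosphatase at 20 µM in the single-dose screen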;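 also: plate controls were DMSO wells for no effect and EDTA-quenched wells as full inhibition for full effect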
bIAP act: increases bovine intestinal alkaline phosphatase activity; purified bovine IAP, CDP-star luminescence, 30 min; hits give high values; fold of DMSO-control signal, blank-subtracted; activation factor at 20 µM; 200,000 compounds, 0.17% hits;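 active = activation factor of 2 or more at 20 µM, a signal rise over negative controls twice the positive control's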
FLuc act counter: affects firefly luciferase, flagging false hits in luciferase stimulation screens. activation factor at 10 µM. P08659. ATPlite luciferase biochemical, luminescence, 10 min; 0 = ATP-free wells, 1 = DMSO control. AID 1027. 200,000 tested, under 10 active;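 active = luciferase activation factor, scaled between plate controls, of at least 2 with compound at 10 µM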
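assay system = Luciferase/luciferin detection reagent, cell-free biochemical luciferase assay | also added = ATP substrate | times = 10 min post-reagent at room temperature | measured by = luminescence from luciferase reaction | measure = luciferase activation, seen as luminescence increase over controls | benchmarks = low control with PBS replacing ATP, high control enzyme plus ATP without compound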
PMI activator: activators of human phosphomannose isomerase. purified human PMI, coupled resazurin fluorescence, 20 min; hits give high values; 1 = vehicle control, 0 substrate-free wells. activation factor at 20 µM. 190,000 compounds, 0.005% hits;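 active = activation factor of 2 or more at 20 µM, relative to plate controls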
* hit, by the source's call; nt = not tested or not shown.

canonical_smiles	TNAP inh no acc	APP 5'UTR act	FLuc inhib CS	NF-kB neuron act	PMI act hi M6P	TNAP act hi DEA	TNAP inh hi DEA	bIAP act	FLuc act counter	PMI activator
COc1ccc(C(=O)Nn2c(SCC(=O)c3ccccc3)nc3ccccc3c2=O)cc1	-12	155*	24	0.73	0.9	1.1	-6	0.9	0.8	1
Cn1c(=O)c2nc(Cl)c(-c3ccccc3)nc2n(C)c1=O	-12	-8	0	1.1	1	1	1	1.1	1	0.9
COc1ccc(OC)c(-c2csc(NC(=O)c3ccc(OCC4CCCO4)cc3)n2)c1 (stereo not drawn)	3	44	39	0.61	0	1	-2	0.9	0.6	0.9
CCc1c(C)c2ccc(OCC(=O)OC)cc2oc1=O	-9	-2	29	1.2	0.9	1	1	1	0.7	0.9
CCCn1cc(SCC(=O)Nc2ccc3c(c2)OCO3)c2ccccc21	-12	-8	-7	0.95	0.8	1.1	-6	0.5	1.1	0.8
Cc1cc(NC(=O)c2cc(-c3cccs3)nc3ccccc23)no1	-3	-7	-6	0.91	0.9	1.1	-5	0.8	1.1	0.9
c1ccc(Cn2cc(CN3CCCO3)c(-c3ccc4c(c3)OCO4)n2)cc1	-6	31	-4	1.5	0.9	1	-4	1	1	0.9
O=C(c1ccc(COc2c(F)c(F)cc(F)c2F)o1)N1CCN(c2ccc(Cl)cc2)CC1	-7	-5	-1	0.92	0.8	1	-4	0.9	1	0.8
C/C(N)=C(/C#N)C(=O)CSc1nnc(Nc2ccccc2C)s1	1	-4	4	0.95	1	1	2	0.9	1	1
CCc1nc2ccc(C(=O)Nc3ccc4c(c3)OCO4)cc2nc1CC	-9	23	6	1.2	0.8	1	-4	0.9	0.9	1
COC(=O)C(C(=O)OC)c1ccccc1[N+](=O)[O-]	-8	7	-3	1.3	1	1	-2	1	1	1
O=C1CCCc2sc3c(c2N1)CCCCC3	-13	-1	1	1	1	1.1	-6	1	1	1
CCCN(CC(=O)Nc1ccccc1C)C(=O)/C=C/c1cccs1	-28	-7	-2	1.1	1	1	-2	0.9	1	0.9
CCOC(=O)c1[nH]cnc1C(=O)O	1	-14	1	1.1	0.9	1	4	1	1	0.9
CCc1c(C(=O)NNC(=S)NCCc2ccccc2)csc1C	-105	nt	-2	1.2	1.2	1	1	1	1	1.2
Cc1cc(C(=O)OC(C)C(=O)Nc2nc(-c3ccccc3)cs2)c(C)o1 (stereo not drawn)	-4	6	-1	1.2	0.8	1	3	1	1	0.7
CC(=O)NCc1ccc(-c2nc3ccccc3s2)cc1	-3	151*	64*	1.1	0.9	1	-2	1	0.4	0.9
CCOC(=O)c1sc(-c2ccc(F)cc2)cc1NC(=O)Nc1ccccc1OC	-14	12	-4	0.92	1	1	0	0.9	1	0.9
O=C(NCCNC(=O)c1ccco1)c1ccc(F)cc1	-9	14	-1	0.95	1	1.1	-6	1	1	1
CSC1=NC2(CC(c3ccccc3)Oc3cc(O)ccc32)CC(C)(C)N1 (stereo not drawn)	-9	-5	-5	1.2	0.9	1	-4	1.1	1.1	0.9
CC(C)C(NS(=O)(=O)c1c(Cl)cccc1Cl)C(=O)OCC(=O)c1c[nH]c2ccccc12 (stereo not drawn)	-10	11	-8	1.6	0.9	1	-3	0.9	1.1	0.8
O=C(Cn1nnc(-c2ccccc2)n1)N1CCN(c2ccc(F)cc2)CC1	-11	-2	-6	1.1	1	1	-4	1.2	1.1	1.1
CC(C)NC(=O)c1cnc(N2CCN(c3ccccn3)CC2)c2ccccc12	10	-11	-4	0.67	1	1	-1	1.1	1	1
O=C(NCCO)c1c(O)c2cccc3c2n(c1=O)CC3	-6	13	7	1.1	0.9	1	2	1	0.9	0.9
O=C(CCCc1ccccc1)NC1CC1	-3	-1	-2	0.87	0.8	1	-2	1	1	1

Rewritten with values under each structure: entries from further up
Under each structure – TNAP inh no acc	APP 5'UTR act	FLuc inhib CS	NF-kB neuron act	PMI act hi M6P	TNAP act hi DEA	TNAP inh hi DEA	bIAP act	FLuc act counter	PMI activator
- CCCN(CC(=O)Nc1ccccc1C)C(=O)/C=C/c1cccs1
→ -28	-7	-2	1.1	1	1	-2	0.9	1	0.9
- O=C(Cn1nnc(-c2ccccc2)n1)N1CCN(c2ccc(F)cc2)CC1
→ -11	-2	-6	1.1	1	1	-4	1.2	1.1	1.1

(next part)
canonical_smiles	TNAP inh no acc	APP 5'UTR act	FLuc inhib CS	NF-kB neuron act	PMI act hi M6P	TNAP act hi DEA	TNAP inh hi DEA	bIAP act	FLuc act counter	PMI activator
COC(=O)c1ccc(/C=N/OCC(=O)NC2CCCCCCC2)cc1	-10	5	-1	0.8	0.9	0.9	6	0.9	1	1
COc1ccc(CC2SC(=Nc3ccc(F)cc3)NC2=O)cc1 (stereo not drawn)	-11	4	-1	0.94	0.9	1	-1	0.9	1	0.9
CCOC(=O)c1ccc(S(=O)(=O)NCC(c2ccc(N(C)C)cc2)c2c[nH]c3ccccc23)cc1 (stereo not drawn)	-1	4	7	0.98	0.9	0.9	8	1	0.9	0.9
O=C(CNc1ccc2c(c1)OCO2)N/N=C\c1cn(Cc2ccc(F)cc2)c2ccccc12	-2	-12	-6	1.2	1	1	-2	1	1.1	1.2
COC(=O)C1(CCSC)NC(c2ccccc2OC)C2C(=O)N(C)C(=O)C21 (stereo not drawn)	-11	-1	-7	1.1	1	1.1	-7	1	1.1	0.9
CCn1c(SCC(N)=O)nc2c1c(=O)n(C)c(=O)n2C	-2	7	-4	1.2	1.1	1	-2	0.9	1	1.1
CCCCCCCC(=O)N/N=C(\C)c1ccc(O)cc1O	-2	1	-4	1	1.1	1	-1	0.9	1	1
COc1ccc(-n2c3c(cc(C(=O)N4CCC(C)CC4)c2=O)C(=O)CC(C)(C)C3)cc1	-14	-9	-4	1.1	1.1	1.1	-8	1.1	1	1
CCCCC(=O)NC(=S)Nc1cc(C(=O)O)ccc1OC	0	-1	-4	1.3	1	1	-2	1.1	1	1
O=C(CCCN1C(=O)c2ccccc2C1=O)Oc1ccc(F)cc1	-3	2	-5	1.3	0.9	1	1	0.9	1.1	0.9
COc1ccc(C2C(C#N)=C(/N=C/N3CCN(C)CC3)OC3=C2C(=O)CC(C)(C)C3)cc1OC (stereo not drawn)	-10	-3	-5	0.85	1.1	1	-5	1.1	1.1	0.9
COc1ccc(/C=N/NC(=O)CCOc2ccccc2C)cc1OC	-1	11	2	1.1	1.1	1	0	1.1	1	1
Cc1ccc(C)c2c1cc(C)c1nnc(SCC(=O)NCc3ccc4c(c3)OCO4)n12	3	12	-5	1.1	1	1	0	1.1	1	1
O=S(=O)(NCC(c1ccco1)N1CCN(c2ccccc2F)CC1)c1ccc(F)cc1 (stereo not drawn)	-4	5	-6	1.3	1	1	-3	0.9	1.1	0.9
Cc1c(N=CC=Nc2c(C)n(C)n(-c3ccccc3)c2=O)c(=O)n(-c2ccccc2)n1C	-2	nt	-2	nt	1.1	1	3	1	1	1
COc1ccc(Br)cc1C(=O)Nc1ccc(C(=O)O)cc1	-14	-3	-1	1	1.1	1.1	-7	1.1	1	1.1
CCOC(=O)CSc1ccc(C(=O)N2CCN(C)CC2)cc1[N+](=O)[O-]	-13	12	-6	0.96	1	1	-3	1	1.1	1.1
COc1ccccc1NC(=O)CSc1nc(N)c(C#N)cc1C#N	-19	-8	-5	1.2	1	1	-3	0.9	1.1	1.1
CCN(CC(=O)NCc1cccs1)C(=O)CCc1c[nH]c2ccccc12	-8	-2	0	1	0.9	1	-1	1	1	1
COc1ccc(-n2c(=O)c3ccccc3n(Cc3ccc(F)cc3)c2=O)cc1OC	2	3	-7	1.1	1.1	1.1	-8	1	1.1	1.1
COc1ccc(CNS(=O)(=O)c2ccc3oc(C(=O)O)c(C)c3c2)cc1	-10	-4	0	0.99	1.1	1	-1	0.9	1	1.2
CCOc1cc(/C=C2\C(=O)N(Cc3ccc(C)cc3)C(C)=C2C(=O)OC)ccc1O	26	12	-7	1.3	0.5	0.7	29	0.5	1.1	0.8
COCCCNc1nc(SCc2ccccc2)nc2sc3c(c12)CCC3	-6	9	-1	0.9	0.9	1	3	1	1	0.9
O=C1CCC(=O)N1c1nc2nc(-c3ccccc3)cc(=O)n2[nH]1	-6	2	-6	1.1	1	1	1	0.9	1.1	1
Cc1ccn2cc(CCNC(=O)c3ccc(Br)o3)nc2c1	-8	14	-10	1.1	1	1.1	-5	0.9	1.1	1
Cc1ccc2c(CC(=O)NC3CCCc4ccccc43)coc2c1 (stereo not drawn)	-1	4	2	0.92	0.9	1	2	0.9	1	0.8
O=C(NCCN1CCN(c2cccc(Cl)c2)CC1)C1CCCN(S(=O)(=O)c2cnc[nH]2)C1 (stereo not drawn)	-6	-7	-7	0.78	1	1	-4	1	1.1	1

Only TNAP inh no acc (three entries from above):
| mol | TNAP inh no acc |
| --- | --- |
| COc1ccc(Br)cc1C(=O)Nc1ccc(C(=O)O)cc1 | -14 |
| CCOC(=O)CSc1ccc(C(=O)N2CCN(C)CC2)cc1[N+](=O)[O-] | -13 |
| COc1ccccc1NC(=O)CSc1nc(N)c(C#N)cc1C#N | -19 |
